Dengue-2 NS5 capping: Dengue-2 NS5 methyltransferase inhibitors, primary screen, biochemical, confirmation dose response (AID 588689) | Dengue-2 NS5 methyltransferase capping enzyme assay, biochemical; higher % means a stronger effect | inhibition, % at 25 µM; hits with a dose series show IC50 in µM | hit rate 0.3% among 340,000; in the data active means a potency from the dose series; inconclusive means inhibition above about 29% without an active follow-up result
West Nile virus CPE: West Nile virus antiviral activity, cell-based, CPE readout (AID 1621) | West Nile virus-infected cells, CPE inhibition; higher % means a stronger effect | one-dose CPE inhibition, % at 10 µM; IC50 in µM for titrated hits | hit rate 0.02% among 290,000; in the data active means a potency from the dose series; inconclusive means CPE inhibition mostly from about 3.7% at the one dose, without a potency; inactive means the rest, 99 in 100 with CPE inhibition below about 2.2%; further: strong numbers were not always called active
HEK293 NOD2/NF-kB: NOD2 signaling inhibitors, cell-based, luminescence, uHTS, HEK293 (AID 1566) | HEK293 NOD2/NF-kB luciferase reporter, luminescence; higher % means a stronger effect | one-dose inhibition, % at 4 µM; EC50 in µM for titrated hits | hit rate 0.63% among 290,000; further: many of its hits are not listed in these tables
HIV fusion peptide: inhibitors of HIV fusion peptide binding, primary screen, biochemical, uHTS, fluorescence dequenching (AID 1986). cell-free peptide binding, fluorescence dequenching, 30 min; higher % means a stronger effect. inhibition, % at 20 µM, or IC50 in µM where a hit was titrated. hit rate 0.3% among 290,000; in the data active means inhibition mostly above about 52%, no sharp cut-off; inactive means mostly below about 76%; further: some results filed as inactive read as strong as hits
AID2073: disruptors of CaV2.2 binding to Mint1 – biochemical, HTRF (AID 2073); hit rate 0.19% among 290,000; HTRF protein-protein interaction, Mint1-CaV2.2; higher % means a stronger effect; inhibition, % at 20 µM; hits with a dose series show IC50 in µM; in the data active means inhibition mostly above about 51%, no sharp cut-off; inconclusive means no clear call, values can overlap the other calls; inactive means mostly below about 53%; further: some results filed as inactive read as strong as hits
NOD1 inhibition: NOD1 signaling inhibitors, primary screen, cell-based, luminescence, uHTS (AID 1578); NOD1-driven NF-kB luciferase reporter cells, luminescence; higher % means a stronger effect; inhibition, % at 4 µM; hits with a dose series show EC50 in µM; hit rate 1% among 290,000; in the data active means inhibition mostly above about 36%, no sharp cut-off; inactive means mostly below about 34%;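 further: HEK-293T reporter cells stimulated with the NOD1 agonist gamma-tri-DAP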
KOR beta-arrestin-1: kappa opioid receptor blockers – cell-based, luminescence, uHTS (AID 1778); KOR beta-arrestin recruitment, luminescence, antagonist mode; higher % means a stronger effect; inhibition, % at 10 µM, or IC50 in µM where a hit was titrated; hit rate 0.091% among 290,000; further: strong numbers were not always called active
Yfh1-off respiration: mitochondrial function rescue without frataxin homolog – Friedreich's ataxia, plus single-dose screen, dose response (AID 1465); hit rate 0.074% among 220,000; one-dose fold induction at 50 µM; EC50 in µM for titrated hits; S. cerevisiae Yfh1-off respiration, WST-1 reduction, 72 h; higher fold induction means a stronger effect;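 active means fold induction of absorbance versus untreated yeast above a set limit, then at least 30% activation at any dose in follow-up; inconclusive means repeats straddling the limit, or above it without dose testing; inactive means fold induction below the set limit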;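 further: activators that raise dye reduction in frataxin-depleted yeast; strong numbers were not always called active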
KOR beta-arrestin-2: KOR agonists, beta-arrestin recruitment, primary screen, cell-based, luminescence, uHTS (AID 1777). KOR beta-arrestin recruitment, luminescence; higher % means a stronger effect. one-dose activation, % at 10 µM; EC50 in µM for titrated hits. hit rate 0.02% among 280,000; in the data active means activation above about 50%, passing the limit was not always enough; further: a part of the inactive calls stands beside numbers as strong as those of hits
Dengue-2 NS5 capping pilot replicate: also measured in Dengue-2 NS5 capping; calls as there; inhibition, %; measured here: pilot screen replicate inhibition
* marks the source's active call; other numbers are inactive results; i = inactive; ? = inconclusive; nt = not tested or not shown; & = joins results of further samples; [ ] = dose if it differs, or a comment. Unless noted, no stated cut-off is given here; in the data, active means inhibition above about 50%; inactive means the rest. Only part of the results is shown; rates above refer to the full screens.

SMILES | Dengue-2 NS5 capping | West Nile virus CPE | HEK293 NOD2/NF-kB | HIV fusion peptide | AID2073 | NOD1 inhibition | KOR beta-arrestin-1 | Yfh1-off respiration | KOR beta-arrestin-2 | others
CCN(C(=O)COC(=O)c1cc(-c2ccccc2)nc2c1c(C)nn2-c1ccccc1)C1CCS(=O)(=O)C1 (configuration not stated) | -1% | -0.4% | 20% | 3.2% | 10% | -22% | -2% | i | 0.2%
O=C(N/N=C/C=C/c1ccccc1[N+](=O)[O-])c1cc(-c2ccccc2)n[nH]1 | -3% | -0.4% | 16% | -5.9% | -12% | 27% | -7% | i | -0.3%
CCC(=O)N1CCN=C1SCc1ccccc1Cl | -2% | -0.1% | 3% | -0.4% | -3% | -1% | -3% | i | -2.7%
O=C(Nc1cccc(Cl)c1)c1cncn1-c1ccc(F)cc1 | -8% | -0.7% | -11% | -0.2% | 8% | 3% | -48% | nt | 2.3%
CCC(C)C(NC(=O)C1CCC(C)CC1)C(=O)NC(CCSC)C(=O)OC (configuration not stated) | -5% | -0.1% | 13% | -0.9% | -2% | 9% | -11% | i | -5.4%
CC(C)Nc1ccc(C(CC(N)=O)NC(=O)Cc2cccc3ccccc23)cc1[N+](=O)[O-] (configuration not stated) | -8% | -0.4% | 6% | 10% | -5% | 1% | 34% | i | -2.3%
COCC(C)NS(=O)(=O)c1ccc(NC(=O)C(Cc2ccccc2)NC(N)=O)cc1 (configuration not stated) | -4% | 0.5% | 8% | -2.0% | -7% | -1% | -2% | i | -4.8%
COc1ccc(N=Nc2ccc(O)c(P(=O)(c3ccccc3)c3ccccc3)c2)cc1 | -13% | -0.5% | -44% | -2.4% | 16% | 10% | 12% | i | -1.0%
Cc1cccc(-c2n[nH]c(=S)n2-c2ccccc2)c1[N+](=O)[O-] | 1% | -0.4% | 4% | 0.1% | ? | -11% | 18% | i | -1.1%
O=S(=O)(NC1CCCCC1Nc1ccccc1)c1ccccc1 (configuration not stated) | 2% | -0.8% | 13% | -3.0% | -1% | 14% | 8% | i | -0.7%
CCNC(=S)NS(=O)(=O)c1ccc(F)cc1 | 5% | -0.1% | -10% | -0.3% | -2% | -33% | -6% | i | 0.9%
COc1ccccc1NCC(=O)c1ccc(C)c(C)c1 | -5% | -0.4% | -11% | 0.9% | -5% | -40% | -24%[20 µM] | nt | -2.0%
Cc1cc(Cl)cc(Cl)c1CNc1c([N+](=O)[O-])c(=O)oc2ccccc12 | -4% | -1.0% | 18% | -0.3% | 2% | 30% | -4% | i | 2.0%
Cc1c(C(=O)N2CCCCCC2)c(S(=O)(=O)Nc2ccccc2F)c(C)n1C | 0% | -0.3% | -23% | -2.4% | 8% | 25% | -6% | nt | -5.8%
CCCCCCCc1ccc(C2NC(=S)NC3=C2C(=O)c2ccccc23)cc1 (configuration not stated) | nt | 0.2% | 9% | -1.1% | 0% | -4% | 22% | i | -1.3%
COc1cc(OC)c(S(=O)(=O)N2CCN(C(=O)c3ccccc3F)CC2)cc1NC(C)=O | 11% | 0.6% | 21% | 0.3% | 3% | -26% | 1% | i | 2.9%
O=C(COc1ccc([N+](=O)[O-])cc1)NNC(=S)NC(=O)c1ccc(Br)cc1 | -5% | 0.3% | 22% | 5.8% | 13% | -46% | -8% | i | -0.1%
CCCn1c(=O)c(C(=O)NCCc2ccc(OC)cc2)c(O)c2ccccc21 | -2% | -0.6% | 35% | 1.3% | 19% | 35% | 12% | nt | 0.2%
COc1cc(CN2CCC(C(N)=O)CC2)ccc1OCc1ccccc1 | -2% | 1.2% | -59% | 0.9% | -2% | -7% | -19% | nt | -0.1%
CC1CC(C)CN(CCCNC(=O)C2CCN(c3nnc(-n4cccc4)s3)CC2)C1 (configuration not stated) | -1% | -0.4% | -10% | -0.3% | 6% | 14% | -20% | nt | 0.0%
COc1ccc(C2c3[nH]c4ccccc4c3CCN2C(=O)c2cn3ccccc3n2)c(F)c1 (configuration not stated) | 2% | ? | -17% | 0.1% | 30% | -20% | -11% | i | 6.6%
CCOc1ccc(-n2c(SC)nc3c(c2=O)SCC3)cc1 | -2% | 0.1% | 14% | -3.0% | -2% | -24% | 2% | i | -4.8%
O=c1cc(CN2CCN(CCO)CC2)c2cc3c(cc2o1)CCC3 | -5% | -0.1% | 5% | -2.9% | -8% | -15% | 15% | i | -1.3%
COc1ccc(CN(C(=O)c2snc(C(N)=O)c2N)C(C(=O)NC(C)(C)C)c2ccco2)cc1 (configuration not stated) | 4% | -0.3% | 15% | 1.4% | 0% | 20% | -4% | i | 2.9%
COCCOC(=O)/C(=C/c1ccc(OC(=O)c2ccccc2)cc1)C(C)=O | -29% | -0.2% | 2% | 5.4% | -2% | -31% | -26% | i | 3.1%

The last two entries of the part above come first, to join the parts:
SMILES | Dengue-2 NS5 capping | West Nile virus CPE | HEK293 NOD2/NF-kB | HIV fusion peptide | AID2073 | NOD1 inhibition | KOR beta-arrestin-1 | Yfh1-off respiration | KOR beta-arrestin-2 | others
COc1ccc(CN(C(=O)c2snc(C(N)=O)c2N)C(C(=O)NC(C)(C)C)c2ccco2)cc1 (configuration not stated) | 4% | -0.3% | 15% | 1.4% | 0% | 20% | -4% | i | 2.9%
COCCOC(=O)/C(=C/c1ccc(OC(=O)c2ccccc2)cc1)C(C)=O | -29% | -0.2% | 2% | 5.4% | -2% | -31% | -26% | i | 3.1%
Cc1ccc(C2(O)CN(c3ccccc3)C3=[N+]2CCS3)cc1 (configuration not stated) | -4% | nt | -2% | -1.2% | 20% | -10% | 33% | nt | -0.4%
COc1ccc(S(=O)(=O)Oc2c(OC)cc(C(=S)N3CCOCC3)cc2OC)cc1 | 8% | -0.9% | 3% | 1.0% | -8% | -9% | -26% | nt | -0.5%
COc1ccccc1N1CCN(Cc2nc3ccccc3c(=O)n2CC(C)=O)CC1 | -11% | 0.7% | 15% | 2.5% | 6% | 29% | -16% | i | -0.6%
COc1ccccc1C(=O)Nc1ccc2c(c1)CCCN2C(=O)c1cccs1 | -12% | 0.1% | 21% | 1.0% | 0% | -18% | -46% | nt | -0.7%
Cc1c(NC(=O)CN2CCN(c3cccc(Cl)c3)CC2)c(=O)n(-c2ccccc2)n1C | 3% | 0.1% | 9% | 1.5% | 8% | -50% | 0% | i | -6.3%
CN(C)CCN1C(=O)C(O)=C(C(=O)c2cc3ccccc3o2)C1c1ccccn1 (configuration not stated) | nt | nt | 15% | -0.5% | 2% | 26% | -14% | nt | 4.3%
Cc1cc(C(=O)NCCCn2ccnc2)cs1 | -4% | -0.2% | -12% | -2.4% | 10% | -8% | 19% | i | -5.4%
COc1ccc(-c2csc(N3CCN(C(=O)c4ccco4)CC3)n2)cc1 | -4% | -0.6% | 8% | -1.7% | -4% | 10% | 7% | i | 4.5%
S=c1[nH]ccn1-c1ccccc1Cl | 5% | -0.3%&0.0% | -10%&1% | 0.8%&-1.0% | -10%&-26% | 0%&-6% | 10%&12% | i | 0.0%&1.0%
Cc1ccc(C(=O)N2c3ccccc3CC2C)o1 (configuration not stated) | 1% | -0.4% | -121% | -1.5% | -7% | -41% | -52%[20 µM] | i | 4.3%
COC(=O)c1c(C(=O)OC)c(-c2ccc(Cl)cc2)n2c1CS(=O)(=O)C2 | nt | -0.6% | 15% | 1.0% | 1% | 6% | -3% | i | -5.4%
Cc1csc2c(=O)n(CCO)c(=O)[nH]c12 | nt | 0.3% | 7% | -0.9% | -4% | -8% | 16% | i | 0.9%
COc1ccc(-c2c(C)nn(-c3ccccc3)c2NC(C)=O)cc1OC | 1% | -0.4% | 13% | 0.3% | -2% | -18% | -38%[20 µM] | nt | 0.7% | Dengue-2 NS5 capping pilot replicate=0.0
Cc1ccc(OC2CCN(C(=O)C3CCC(=O)N(C4CC4)C3)CC2)cc1 (configuration not stated) | -7% | -1.1% | 16% | -0.2% | 14% | 25% | -15% | nt | 5.5%
COC(=O)c1cccc(OCC(O)Cn2ccnc2)c1 (configuration not stated) | -3% | 0.0% | 13% | 4.8% | -2% | -5% | -33% | i | -1.2%
Cc1ccc(C(c2cc(Cl)c3cccnc3c2O)N2CCN(C)CC2)cc1 (configuration not stated) | 19% | 1.4% | 22% | 17% | -14% | 21% | 12% | nt | 5.2%
CN1CCN(C(=O)c2cccn(Cc3cccc(Cl)c3)c2=O)CC1 | 1% | -0.1% | 26% | -0.8% | 3% | 1% | -19% | nt | -4.5%
CS(=O)(=O)c1nc(-c2ccc(F)cc2)cc(C(F)(F)F)n1 | -64% | 0.8% | 31% | 2.1% | -15% | 103%* | 29%[20 µM] | i | -6.7%
O=C(COc1ccccc1)Nc1ccc2c(c1)nc1n2CCOC1 | 7% | 0.9% | -9% | -2.2% | -5% | -20% | 12% | i | 1.3%
Cc1cc(NC2CCCC2)n2ncc(-c3ccccc3)c2n1 | -5% | -0.9% | 10% | -0.1% | 27% | -12% | 42% | nt | -4.0%
O=C(c1ccccc1)c1sc(N2CCCCCC2)nc1-c1ccccc1 | -5% | -0.1% | 5% | -2.1% | -24% | 15% | -4% | i | 2.2%
CC(C)Cc1nnc(NC(=O)CCC(=O)N2CCOCC2)s1 | 1% | -0.6% | -2% | 0.5% | -4% | -13% | -26% | i | -0.3%
c1ccc2[nH]c(CN3CCCCCC3)nc2c1 | -6% | -0.3% | 8% | -1.5% | 8% | -17% | 33% | i | -1.2%
COc1ccccc1/C=C/C(=O)Nc1cccnc1Cl | -9% | -0.5% | -2% | -0.2% | 16% | -19% | -7% | nt | 3.2% | Dengue-2 NS5 capping pilot replicate=-6.1
COc1ccc(S(=O)(=O)N(C)CC(=O)NCCC2=CCCCC2)cc1C | 6% | -0.7% | 14% | -1.3% | -6% | -26% | 20% | i | 0.0%

Other records:
SMILES | Dengue-2 NS5 capping | West Nile virus CPE | HEK293 NOD2/NF-kB | HIV fusion peptide | AID2073 | NOD1 inhibition | KOR beta-arrestin-1 | Yfh1-off respiration | KOR beta-arrestin-2 | others
C/C(=N\NC(=O)c1ccc2c(c1)OCCO2)c1ccccc1 | -7% | 0.0% | nt | -1.4% | 3% | nt | 16% | i | -1.0%
Cc1cccc(C)c1NC(=O)CSc1nnc(-c2ccco2)n1N | 5% | 1.3% | -8% | 7.4% | -2% | 15% | 27% | i | -1.7% | Dengue-2 NS5 capping pilot replicate=2.1
CCOc1cc(N2CCOCC2)c(OCC)cc1NC(=O)c1ccc(OCc2c(C)noc2C)c(OC)c1 | 4% | 0.0% | 5% | -2.3% | -16% | -40% | -6% | i | 2.7%
COc1ccccc1CN1C(=O)[C@@H]2C(CCC(N)=O)NC3(C(=O)Nc4c3ccc(Cl)c4C)[C@@H]2C1=O (some centres not stated) | -15% | 0.2% | -19% | 0.4% | -1% | -12% | 17% | i | 9.6%
CCN1CCN(c2ccc(NC(=O)c3ccco3)cc2)CC1 | 3% | -0.6% | -29% | 0.2% | 8% | -6% | -14% | nt | 4.3%
COc1ccc(C(=O)/C=C/c2ccc(OC3CSC3)cc2)cc1 | -3% | -0.7% | 5% | 0.4% | -8% | -21% | 25% | i | 2.8%
CC(C)CC(=O)NNC(=S)NCc1ccco1 | 4% | -0.1% | -17% | 0.3% | -15% | -36% | -20% | i | -1.5%
